Cav3 T inh – inhibitors of human Cav3.2 T-type calcium channel. O95180. Cav3.2-expressing cells, Fluo-4 calcium fluorescence FDSS; hits give low values. B-score at 10 µM. 100,000 compounds, 4% hits. AID 449739;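 active = single-dose well whose peak fluorescence ratio is a statistical outlier from its plate by either plate-standardised score or position-corrected B-score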
* marks the source's active call; other numbers are inactive results. Only part of the results is shown; the hit share may differ from the screen's.

cpd	Cav3 T inh	compound
1	-0.33	Nc1nc(SCC(=O)Nc2ccc(Br)cc2F)n[nH]1
2	0.87	O=C(NCc1ccc2c(c1)OCO2)c1cc(-n2cnnc2)ccc1Cl
3	-0.18	Cc1cc2ccccc2n1CCNC(=O)C1CCCCC1
4	-0.61	O=c1[nH]n(Cc2ccccc2)c(=O)c2ccccc12
5	0.79	CC1CN(CC(=O)c2c(N)n(Cc3ccccc3)c(=O)n(C)c2=O)CC(C)O1 (stereo unspecified)
6	1.1	Cc1nc(NC(=O)c2ccc(F)cc2)sc1C(=O)Nc1ccc2c(c1)CCC2
7	0.22	CCOC(=O)c1cc2c(=O)n3ccccc3nc2n(Cc2ccco2)c1=NC(=O)c1cccnc1
8	-1.3	Cc1ccc(/C=c2/sc3nnc(-c4ccccc4Cl)n3c2=O)o1
9	0.13	CN(C)c1ccnc2sc3c(=O)n(Cc4ccccc4)cnc3c12
10	0.37	Cc1ccnc(NS(=O)(=O)Cc2ccccc2)c1
11	-0.77	Cc1cc(/C([O-])=C(/C(=S)Nc2ccc(F)cc2)[n+]2ccccc2)c(C)n1-c1ccc(F)cc1
12	0.54	COc1ccccc1NC(C)=O
13	0.027	Cc1nc2ccc(NC(=O)N3CCC(c4ccccc4)C3)cc2nc1C (stereo unspecified)
14	-0.66	Cc1nnc(NC(=O)c2oc3c(ccc4ccccc43)c2C)s1
15	0.013	CCOC(=O)c1c(CN2CCN(c3ccccc3)CC2)oc2ccc(O)cc12
16	0.064	CN(C)/C=C/C(=O)c1ccccc1F
17	1.1	Cc1cc(N2CC34C=CC(O3)C(C(=O)O)C4C2=O)no1 (stereo unspecified)
18	-0.98	CCOC(=O)C1CCN(S(=O)(=O)c2ccc(OC)c(Cl)c2Cl)CC1
19	0.027	COc1ccc(CN2CCN(C(=O)CC(C)C)CC2)c(OC)c1OC
20	-0.22	Clc1ccccc1Cn1nnc2c(N3CCCC3)ncnc21
21	-0.79	COc1cccc(-c2cc(C(F)(F)F)nc(-n3cccn3)n2)c1
22	-0.36	COc1ccc(N(C)C(=S)Oc2ccc(C(=O)Nc3ccccc3)cc2)cc1
23	-1.6	Clc1ccc(-n2nnnc2CN2CCCCC2)cc1Cl
24	-0.0015	O=C(CSc1nc(O)cc(=O)[nH]1)Nc1ccc2c(c1)CCC2
25	0.54	CN1CCN(c2ccc(NC(=O)CSc3ccccc3)cc2F)CC1
26	0.097	N#CCc1nnc2n1-c1ccccc1CCC2
27	0.2	N#CC1=C(N)OC2=C(C(=O)CCC2)C12C(=O)N1CCCc3cccc2c31 (stereo unspecified)
28	0.37	Nc1cc2c(cc1C(=O)c1ccccc1)OCCO2
29	0.16	O=C(Cn1cnc2c(nnn2Cc2ccc(F)cc2)c1=O)OCc1ccccc1
30	-0.38	Cc1sc2c(c1C)c(=O)n(-c1cccc(C(F)(F)F)c1)c(=O)n2CC(=O)NCc1ccco1
31	1	CCN1CCN(c2nc(C)c3c(n2)CCCC3=O)CC1
32	-7.7*	O=S(=O)(N/N=C1\CC(c2ccccc2)Oc2ccccc21)c1ccccc1 (stereo unspecified)
33	0.08	CC(=O)c1nn(-c2cccc(Br)c2)cc1C(=O)c1ccco1
34	0.12	Cc1cc2ncn(S(=O)(=O)N3CCOCC3)c2cc1C
35	-0.059	CCCOc1ccc(Cl)cc1CN1CCOCC1
36	1.2	CCCN1C(=O)C(NC(C)=O)c2cc(OC)ccc21 (stereo unspecified)
37	0.11	Cc1c(N=Cc2ccc(-c3ccc(Cl)cc3)o2)c(=O)n(-c2ccccc2)n1C
38	-0.15	c1csc(-c2nnc3ccccn23)c1
39	2	CCOC(=O)c1ccc(Oc2c(C)oc3c(CN4CCN(C)CC4)c(O)ccc3c2=O)cc1
40	-0.85	NS(=O)(=O)c1ccc(N2N=C(c3ccccc3)CC2c2ccc(F)cc2)cc1 (stereo unspecified)
41	-0.00036	COc1ccc(Cn2cc(F)c(=O)n(CCC(C)C)c2=O)cc1[N+](=O)[O-]
42	-6.6*	Cc1cccc(-n2nnc(C(=O)NC3CCCc4ccccc43)c2N)c1 (stereo unspecified)
43	-1.2	CC(C)c1ccc(OCC(=O)NCc2ccco2)cc1
44	0.0061	Cc1ccc(-c2nc(CS(=O)(=O)CC(=O)NCCCN3CCN(C)CC3)c(C)o2)cc1
45	-0.63	CCOC(=O)C(=CNc1cc(C)nn1-c1ccccc1)C(=O)OCC
46	-1.7	CCCCN1C(=O)C(NC(C)=O)c2cc(Br)ccc21 (stereo unspecified)
47	0.034	Cc1nn(C)cc1/C=C/C(=O)c1cccs1
48	-0.032	CCOc1ccc(CCNC(=O)C2CCC(=O)N2CCc2ccccc2)cc1OCC (stereo unspecified)
49	-0.081	COCCOC(=O)C1=C(C)NC(=O)NC1c1ccc(OC(=O)c2ccco2)c(OC)c1 (stereo unspecified)
50	0.35	CCOC(=O)C1C(C)=CC(=O)CC1c1ccco1 (stereo unspecified)
51	-0.0068	Cc1cc(C)c2c(c1)/C(=N/NS(=O)(=O)c1ccc(Br)cc1)CCC2
52	-0.82	O=C(NCC(=O)N(c1ccc2c(c1)OCO2)C(C(=O)NC1CCCC1)c1ccncc1)c1ccco1 (stereo unspecified)
53	0.055	CC1(C)Oc2ccc3ccc(=O)oc3c2-c2cn[nH]c21
54	0.82	OCCOCCn1c(C(CO)Nc2nc(-c3cccc(Br)c3)cs2)nc2ccccc21 (stereo unspecified)
55	-0.084	CC1CCN(CC(C)CNC(=O)c2cc(-c3ccccn3)nc3ccccc23)CC1 (stereo unspecified)
56	0.23	COc1cc(OC)cc(C(=O)NCc2n[nH]c(=S)n2-c2ccccc2OC)c1
57	-3.5	Cc1ccc(-c2nnn(CC(=O)N(CC(=O)NCc3ccccc3)c3cccc(C)c3C)n2)o1
58	-3.1	O=C(COc1ccc(Cl)cc1)Nc1ccc(C(=O)NCc2cccnc2)cc1
59	-1.2	CCOC(=O)c1oc2ccccc2c1CSc1nnnn1-c1ccc(OC)cc1
60	2.4	COc1cccc(/C=C/C(=O)c2c(O)cc(C)oc2=O)c1O

Following part:
cpd	Cav3 T inh	compound
61	0.13	Cc1nc2ncnn2c(C)c1CCC(=O)N1CC(C)CC(C)C1 (stereo unspecified)
62	-1.3	COc1ccc(NS(=O)(=O)c2coc(C(N)=O)c2)cc1Cl
63	-0.024	CCC(=O)NC(C)c1nc2ccccc2n1C (stereo unspecified)
64	-6.5*	Cc1ccc(OCc2nc(C#N)c(NCc3ccc4c(c3)OCO4)o2)cc1
65	0.018	Cc1cc(NCCNC2=CC(=O)CCC2)nc2ccccc12
66	-0.66	CC(C)NS(=O)(=O)c1ccc(OCC(N)=O)c(Cl)c1
67	0.49	CCCCOc1ccc(C(=O)NCCCC(=O)N2CCCCC2)cc1
68	-3.1	O=C(CC1CC2CCC1C2)OCC(=O)c1c[nH]c2ccccc12 (stereo unspecified)
69	1.3	CC(C)CC(=O)NC(=S)Nc1ccccc1C(=O)Nc1ccccc1
70	-0.78	CSc1cccc(NS(=O)(=O)c2cccs2)c1
71	0.63	C=CCc1c(C)nc2c(C(=O)O)cnn2c1C
72	0.63	Cc1sc2ncn(CC(=O)NCc3ccccn3)c(=O)c2c1S(=O)(=O)N1CCOCC1
73	1.6	Cc1cc(Cl)ccc1OCC(=O)NCCOc1nc(N2CCOCC2)nc(N2CCOCC2)n1
74	0.57	COC(C[C@@H]1O[C@H]1[C@H](O)COCc1ccccc1)OC
75	1.1	CCn1c(SCc2ccc(OC)cc2)nnc1-c1ccncc1
76	0.037	Cc1ccc(CSc2nnc3nc(C)cc(C)n23)cc1
77	0.7	CCN(CC)C(=O)CSc1nsc(SCC(=O)N(CC)CC)c1C#N
78	1.2	O=c1c2[nH]c3cccc(Cl)c3c2ncn1Cc1ccncc1
79	-0.3	O=C(NCc1cccs1)C1CC(=O)N(C2CCCC2)C1 (stereo unspecified)
80	0.51	CCOCCCn1c(=S)[nH]c2cc(C(=O)N3CCOCC3)ccc2c1=O

A draw from above in order of heavy-atom count, smallest number first.
cpd	Cav3 T inh	compound
71	0.63	C=CCc1c(C)nc2c(C(=O)O)cnn2c1C
74	0.57	COC(C[C@@H]1O[C@H]1[C@H](O)COCc1ccccc1)OC
77	0.7	CCN(CC)C(=O)CSc1nsc(SCC(=O)N(CC)CC)c1C#N

(cont.)
cpd	Cav3 T inh	compound
81	0.097	CC1CCCCC1NC(=O)COc1ccc(-n2cnnn2)cc1 (stereo unspecified)
82	1.7	Cc1nc(N2CCN(C)CC2)[nH]c(=O)c1Cc1cccc2ccccc12
83	0.65	Cc1ccc(-c2nn3nnnc3c3ccccc23)cc1C
84	0.98	COC(=O)c1c(C(=O)OC)c(-c2ccc(C)cc2)n2c1CS(=O)C2 (stereo unspecified)
85	-0.17	O=C(Nn1c(=S)[nH]c2ccccc2c1=O)c1ccncc1
86	0.17	CCC(C)NC(=O)c1n[nH]c(=O)c2ccccc12 (stereo unspecified)
87	-0.014	O=C(Nc1ccncc1)Nc1ccc(F)cc1F
88	-0.044	Cc1ccc(S(=O)(=O)Oc2ccc(C3C4=C(CCCC4=O)OC4=C3C(=O)CCC4)cc2)cc1
89	0.57	Cc1ccc(-c2nnn(CC(=O)N(Cc3cccs3)C(C(=O)NC3CCCC3)c3ccco3)n2)o1 (stereo unspecified)
90	-2.4	CCc1ccc(CCC(=O)Nc2ccc(S(N)(=O)=O)cc2)o1
91	-0.0081	CCOC(=O)c1cnc(SCc2cccc3ccccc23)nc1N
92	0.27	CCCCC(c1nnnn1C1CCCC1)N1CCN(C(=O)c2ccco2)CC1 (stereo unspecified)
93	-0.93	CC1(C)CC2CC(C)(CN2S(=O)(=O)c2cccc(N)c2)C1 (stereo unspecified)
94	1.3	Nc1nncn1C(=O)CCc1ccccc1
95	-0.072	C[C@@H](C(=O)NCc1ccccc1)N1C(=O)C2CC=CCC2C1=O (stereo partly specified)
96	0.4	CCN1CCCC1CNC(=O)CN1C(=O)COc2ccc(C)cc21 (stereo unspecified)
97	-0.0041	O=C(COc1cccc(-n2cnnn2)c1)Nc1ccccc1
98	1.5	CCOC(=O)c1cn(CC(=O)Nc2ccc(C)cc2)nn1
99	-0.1	Cc1cc(N2CCC(C)CC2)nc(-n2nc(C)cc2C)n1
100	0.038	O=C(N/N=C\c1ccc(COc2ccc([N+](=O)[O-])cc2)o1)c1ccc(Cl)cc1

Continued, starting with the last 6 of the part before.
cpd	Cav3 T inh	compound
95	-0.072	C[C@@H](C(=O)NCc1ccccc1)N1C(=O)C2CC=CCC2C1=O (stereo partly specified)
96	0.4	CCN1CCCC1CNC(=O)CN1C(=O)COc2ccc(C)cc21 (stereo unspecified)
97	-0.0041	O=C(COc1cccc(-n2cnnn2)c1)Nc1ccccc1
98	1.5	CCOC(=O)c1cn(CC(=O)Nc2ccc(C)cc2)nn1
99	-0.1	Cc1cc(N2CCC(C)CC2)nc(-n2nc(C)cc2C)n1
100	0.038	O=C(N/N=C\c1ccc(COc2ccc([N+](=O)[O-])cc2)o1)c1ccc(Cl)cc1
101	-4.9*	CCOC(=O)Cc1csc(NC(=O)c2c(-c3c(Cl)cccc3Cl)noc2C)n1
102	1.4	CCN(CC)CCCNc1nc2cc(OC)c(OC)cc2c2nc(-c3cccnc3)nn12
103	0.71	O=c1c2ccccc2sn1-c1ccccc1
104	-0.009	COc1cc(C(=O)COC(=O)CNC(=O)C2CCCCC2)cc(OC)c1OC
105	-3	COc1ccc(OC)c(C2C(C(=O)c3cc4ccccc4o3)=C(O)C(=O)N2c2cc(C)on2)c1 (stereo unspecified)
106	-0.077	CCOC(=O)CCn1nnc(N)n1
107	0.27	O=C(CCC(=O)NNC(=O)Nc1ccc(Cl)cc1)NCc1ccccc1
108	0.54	Cc1cc(C(=O)NCCCc2ccccc2)no1
109	-0.54	COC(=O)c1ccc(CSc2nnc(NC(=O)c3cc4c(s3)CCCC4)s2)cc1
110	0.58	COc1ccc(N(Cc2cc3cc(OC)ccc3[nH]c2=O)S(C)(=O)=O)cc1
111	-0.6	COc1ccc(NC(=O)N2CCN(CCC#N)CC2)cc1
112	1.1	CCn1c(SCC(=O)Nc2cccc(C)n2)nnc1-c1ccco1
113	2	CC(=C/c1ccccc1)/C=N/n1cnnc1
114	-0.011	N/C(Cc1cccs1)=N\OC(=O)COc1ccccc1
115	0.006	NS(=O)(=O)c1ccc(NC(=O)CCC2CCCCC2)cc1
116	0.067	CCOC(=O)C(NC(=O)CC)(N1CCc2ccccc2C1)C(F)(F)F (stereo unspecified)
117	-1	O=C(CCc1c[nH]c2ccccc12)NCc1ccc2c(c1)OCO2
118	0.92	CCOC(=O)c1sc(NC(=O)C2CC2)nc1C
119	0.79	COc1ccccc1C(=O)Nc1c(C)n(C)n(-c2ccccc2)c1=O
120	0.19	COC(=O)C1=C(N)Oc2cc(C)[nH]c(=O)c2C1c1cccnc1 (stereo unspecified)

A few values from above:
For Cav3 T inh, no. 30 reads -0.38
For Cav3 T inh, no. 116 reads 0.067

(next part)
cpd	Cav3 T inh	compound
121	-1.1	CCOC(=O)c1c[nH]c2c(Cl)ccc(Cl)c2c1=O
122	0.43	CC(C)c1[nH]nc2c1C(c1cccs1)C(C#N)=C(N)O2 (stereo unspecified)
123	0.5	Clc1ccc(-c2nnc3n2CCCC3)cc1
124	-0.29	O=C(NCc1ccccc1)c1ccc2nc(-c3ccco3)c(-c3ccco3)nc2c1
125	1.4	COCCCn1c(=S)[nH]c2ccc(N3CCOCC3)cc2c1=O
126	-11*	N#CC(C(=O)NC1CC1)c1nc2ccccc2nc1N1CCN(C/C=C/c2ccccc2)CC1 (stereo unspecified)
127	-0.46	CCc1ccc2[nH]c(=O)c(C(c3nnnn3Cc3ccc(OC)cc3)N3CCOCC3)cc2c1 (stereo unspecified)
128	0.78	COC(=O)CSc1nnc2n1C(C)(C)Cc1ccccc1-2
129	-0.28	COC(=O)c1cccc(NC(=O)/C(=C\c2ccccc2)NC(=O)c2ccccc2Cl)c1
130	-0.98	COc1ccc(NC(=O)c2ccc(-c3ccc(C)c4ccccc34)o2)cc1
131	0.24	CCOC(=O)CSc1nnc([C@H](CC(C)C)NC(=O)OC(C)(C)C)o1
132	-2.1	CSCCC(C(=O)N1C[C@]2(C)C[C@H]1CC(C)(C)C2)N1C(=O)c2ccccc2C1=O (stereo partly specified)
